Source: PubChem BioAssay
D2 PAM: positively modulates the human D2 dopamine receptor allosterically; HEK293 T-REx D2, calcium flux, EC20 dopamine potentiation; potentiation, % at 10 µM; actives 0.34% (n = 340,000); AID 485347;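 active = potentiation over 3 SD above the plate norm, cut at about 30% in these data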; also: 0% is about no effect
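Calcium flux readout, no-wash dye, 1 read/s. Inducible HEK293 Trex D2 line, overnight 30 C. Compound alone 180 s (agonist flags), then EC20 dopamine, another 180 s to score potentiation.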
TRHR agonist: TRH receptor (human) agonism. P34981. TRHR cells, calcium flux fluo-8, FDSS agonist mode. activation, % at 2 µM. actives 0.18% (n = 360,000). AID 493084; also: 0% is about no effect
Target sequence (P34981 whole entry, looked up): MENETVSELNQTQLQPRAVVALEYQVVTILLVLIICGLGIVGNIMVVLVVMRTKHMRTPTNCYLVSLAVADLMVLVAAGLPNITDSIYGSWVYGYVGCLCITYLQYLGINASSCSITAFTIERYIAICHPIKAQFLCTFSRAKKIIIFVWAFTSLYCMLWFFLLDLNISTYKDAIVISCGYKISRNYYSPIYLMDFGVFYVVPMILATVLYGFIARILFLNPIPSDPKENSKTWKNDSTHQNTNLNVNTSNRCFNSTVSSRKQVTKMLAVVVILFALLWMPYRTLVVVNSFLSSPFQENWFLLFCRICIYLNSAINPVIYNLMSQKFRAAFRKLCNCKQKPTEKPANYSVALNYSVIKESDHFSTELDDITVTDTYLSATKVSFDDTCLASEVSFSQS
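TRHR-expressing cells loaded with fluo-8 calcium dye; 23 nL library compound pin-transferred, kinetic FDSS fluorescence (Ex 480/Em 530) recorded about 180 s for agonist-induced calcium release, before a 10 nM TRH EC20 addition for potentiator mode.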
D1 ag: agonists of human D1 dopamine receptor; P21728; actives 1% (n = 360,000); HEK293 T-REx D1 cells, calcium flux, agonist mode; activation, % at 2 µM; also: 0% is about no effect
Target sequence (P21728 whole entry, looked up): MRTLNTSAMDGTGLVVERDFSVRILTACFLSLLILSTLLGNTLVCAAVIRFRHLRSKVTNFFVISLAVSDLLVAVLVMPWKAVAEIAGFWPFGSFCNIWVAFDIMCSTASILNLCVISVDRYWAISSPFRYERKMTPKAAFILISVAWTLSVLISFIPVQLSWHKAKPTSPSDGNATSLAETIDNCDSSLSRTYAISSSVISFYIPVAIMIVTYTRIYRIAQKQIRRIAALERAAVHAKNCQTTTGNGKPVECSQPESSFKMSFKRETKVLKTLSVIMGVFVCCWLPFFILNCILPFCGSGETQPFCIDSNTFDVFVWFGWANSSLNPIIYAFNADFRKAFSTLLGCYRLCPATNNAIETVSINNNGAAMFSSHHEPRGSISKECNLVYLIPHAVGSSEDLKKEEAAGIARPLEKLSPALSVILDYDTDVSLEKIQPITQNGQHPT
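Inducible HEK293 T-REx D1 cells, force-coupled to calcium signalling, were plated at 4000 cells/well with tetracycline and held overnight at 30 C. After no-wash calcium dye loading, compound-evoked calcium rise over 180 s flagged agonists.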
TRHR PAM: TRH receptor (human) allosteric enhancement | P34981 | TRHR cells, fluo-8 calcium fluorescence, EC20 TRH enhancement | enhancement, % at 2 µM | actives 0.66% (n = 360,000) | AID 493056; in the data active = enhancement above about 30%; also: 0% is about no effect
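TRHR-expressing cells loaded with fluo-8 calcium dye were read kinetically (ex 480/em 530) during compound addition, then stimulated with an EC20 of TRH (10 nM final). Enhancement of the Gq-mediated intracellular calcium response was scored.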
D1 potentiator: human D1 dopamine receptor positive modulation. P21728. HEK293 TREx D1 cells, calcium flux, dopamine EC20 potentiation. potentiation, % at 10 µM. actives 0.036% (n = 360,000). AID 504651; in the data active = potentiation above about 30%; also: 0% is about no effect
D2 antag: D2 dopamine receptor (human) antagonism; AID 485344; inhibition, % at 10 µM; P14416; actives 2% (n = 340,000); HEK293 TREx D2 cells, calcium flux, dopamine EC80; in the data active = inhibition above about 30%; also: 0% is about no effect
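Antagonism is scored as inhibition of an EC80 dopamine-evoked calcium signal in a force-coupled, tetracycline-inducible HEK293 T-REx D2 line, with compound present 180 s before agonist.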
D1 antag: blocks dopamine activation of the human D1 receptor. P21728. HEK293 TREx D1 cells, calcium flux, dopamine EC80; hits give low values. activity change, negative = inhibition, % at 10 µM. actives 3.2% (n = 360,000). AID 504652; in the data active = activity change below about -30%; also: % is scaled to controls: 0 for no effect and ±100 for the full control effect
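Allosteric or orthosteric antagonism assessed as attenuation of the calcium response to EC80 dopamine, added 180 s after compound, in induced HEK293 Trex D1 cells loaded with no-wash calcium dye.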
D2 ag: agonists of human D2 dopamine receptor | actives 0.53% (n = 340,000) | P14416 | HEK293 T-REx D2 cells, calcium flux agonist mode | AID 485358 | activation, % at 2 µM;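 active = activation over 3 SD above normal in the single-dose calcium agonist read, cut at about 30% in these data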; also: 0% is about no effect
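Calcium-flux readout, 1 cycle/sec over 180 s following compound pin transfer, in inducible HEK293 Trex D2 cells (force-coupled); dopamine controls included. Positive calcium responses during this window marked compounds as potential agonists.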
RXFP1 antag: RXFP1 (human) relaxin receptor antagonism; HEK293-RXFP1, relaxin-stimulated cAMP HTRF, 30 min; hits give low values; activity change, negative = inhibition, % at 57.5 µM; actives 0.59% (n = 350,000);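 active = activity change of -60% or lower, but not beyond a set lower limit; inconclusive = change between -60% and -40%, or beyond the set limit; inactive = change above -40%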; also: % is scaled to controls: 0 for no effect and ±100 for the full control effect
An asterisk follows results filed as active; ? = inconclusive; nt = not tested or not shown. Rule as the data show it, unless noted: active = activation above about 30%; inactive = the rest. The order is random; 7.3% or so of the library scored in one or more.

SMILES	D2 PAM	TRHR agonist	D1 ag	TRHR PAM	D1 potentiator	D2 antag	D1 antag	D2 ag	RXFP1 antag
C=C(C)Cn1c(C(C)NC(=O)CCC)nc2ccccc21 (stereo unspecified)	6.9	-1.0	0.1	-4.7	2.3	5.4	0.0	-0.1	-4.7
Cn1c(=O)c2c(-c3ccc(Cl)cc3)n(Cc3ccc(Cl)cc3)cc2n(C)c1=O	14.5	-1.3	0.8	6.3	2.1	nt	-1.1	nt	-19.2
COc1ccc(-c2noc(CSc3nnc(Cc4ccccc4)n3-c3ccccc3)n2)cc1OC	-1.1	-1.5	16.0	2.6	0.1	nt	0.8	-1.1	nt
Cc1ccc(S(=O)(=O)Nc2cc3c(C(=O)OCc4ccccc4)c(C)oc3c3ccccc23)cc1	-1.8	0.0	3.9	-3.4	-0.3	nt	1.8	0.1	-12.1
Nc1nc(NCc2ccco2)nc(N2CCOCC2)c1[N+](=O)[O-]	9.4	0.3	0.8	-3.6	-3.8	-4.6	-16.2	1.5	15.9
CCCCCc1c(C)nc(Nc2ccccc2)[nH]c1=O	9.9	1.9	14.5	13.3	-5.3	9.5	-12.1	0.2	-3.5
Cc1ccc(Nc2nc(N)nc(-c3oc4ccccc4c3C)n2)cc1	7.0	0.5	5.1	-0.8	15.6	-4.9	11.5	1.0	-21.8
O=C(Nc1nnc(-c2ccccc2)o1)Nc1ccc(F)cc1F	8.6	0.9	2.8	-0.8	-2.3	-12.0	-31.3*	2.5	-23.6
O=C(O)c1ccc(C2Nc3ccccc3C(=O)N2Cc2ccccc2)cc1 (stereo unspecified)	0.9	-0.1	-0.6	3.1	0.1	-34.0	3.9	0.7	-3.0
COc1cccc(CNC(=O)C(=O)NCC2CCCO2)c1 (stereo unspecified)	-4.8	0.2	-0.2	-1.8	-3.1	-1.4	4.3	0.2	-1.6
Fc1ccc2[nH]c3c(c2c1)CN(C(=S)NCc1ccccc1)CC3	15.5	-1.5	5.7	5.9	-3.8	-5.0	-38.0*	-0.9	-3.0
CN(C)C(=O)c1c([N+](=O)[O-])ncn1C	12.6	-0.3	3.1	24.1	-5.2	3.2	-5.8	0.7	4.9
COC(=O)c1ccc(COc2ccc(CNCc3ccc(Cl)cc3)cc2)cc1	-14.6	-0.5	0.9	-2.3	-4.9	2.7	-9.8	-1.9	7.6
COc1ccc2c(c1OC)C(=O)OC2Nc1nc(-c2cc3cc([N+](=O)[O-])ccc3oc2=O)cs1 (stereo unspecified)	18.7	-1.0	1.8	-1.6	-1.6	4.5	-8.5	-0.4	nt
Cc1cccc2c1-c1sc(C(=O)NCc3ccc(Cl)cc3)cc1CO2	-19.7	0.1	3.6	-3.0	-7.3	nt	-4.2	-0.1	-22.9
CCn1c(C)[n+](CCOC(C)=O)c2cc(Cl)c(Cl)cc21	5.3	1.1	1.1	17.9	1.4	-5.9	-7.3	2.4	-7.6
CCOc1cc(S(=O)(=O)Nc2ccncc2)ccc1F	13.7	-0.1	4.9	9.7	2.1	-19.0	9.7	0.9	3.9
CCOC(=O)C1(CCc2ccccc2)CCN(C2Cc3ccccc3C2)CC1	6.6	2.2	27.4	-7.1	-3.4	-4.2	-9.7	-0.2	-8.4
CN1CCN(C(=O)c2cnn3c2NC(c2ccccc2)CC3C(F)(F)F)CC1 (stereo unspecified)	-1.6	0.6	1.5	-10.1	2.0	-7.4	3.3	-0.2	-0.8
COCCCNC(=O)c1ccc(CSCc2ccc(C)cc2)o1	-2.0	0.9	7.5	-2.4	-2.1	3.2	-2.3	-0.6	1.6
CC(C)[C@H]1COCCS(=O)(=O)N1Cc1cccc(Cl)c1	-0.6	-0.2	1.7	1.1	5.3	-23.5	-10.6	0.1	nt
Cc1cc(C)c(S(=O)(=O)NCCn2ccc3ccccc32)c(C)c1	6.8	0.3	-1.2	-2.3	-4.5	13.6	-12.6	4.5	-4.0
Cc1ccc2[nH]c(-c3ccccc3)c(CN3CCCC3)c(=O)c2c1	-11.6	0.9	1.7	-5.2	-3.9	21.7	-20.7	0.7	-20.4
CCN(Cc1nc(-c2ccc(OC)cc2)oc1C)S(=O)(=O)c1ccc(C)cc1	1.9	0.3	6.5	-6.0	-0.4	nt	-2.1	1.3	-8.6
O=C(CCCCCNC(=O)c1ccccc1)N=Nc1c(O)[nH]c2c(Br)cc(Br)cc12	6.1	-1.1	4.3	0.7	2.4	-1.5	-12.7	0.0	nt
O=C(Nc1ccc2c(c1)OCO2)c1c(F)c(F)c(F)c(F)c1F	-2.8	0.0	1.9	-8.9	-1.1	8.7	-7.1	0.5	-5.7
Nc1ccc2oc(=O)c3ccccc3c2c1	4.0	0.2	1.0	4.2	-6.0	-6.1	19.7	0.0	nt
Cc1cc(Cl)c(OCCOCCN2CCN(C)CC2)c(Br)c1	-2.8	0.4	3.7	-1.3	-1.4	3.4	7.0	0.4	1.0
COc1ccccc1N1CCN(C(=O)CCn2c(=O)[nH]c3ccccc3c2=O)CC1	-2.9	0.4	2.4	8.7	1.6	5.5	6.2	0.5	-7.6
COC(=O)CSc1cc(C)nc2ccc(OC)cc12	-1.5	0.0	0.4	3.3	0.7	2.2	2.8	0.8	5.1

Profiles, looked up by structure.
Entry for `COC(=O)CSc1cc(C)nc2ccc(OC)cc12` : D2 PAM: -1.5; TRHR agonist: 0.0; D1 ag: 0.4; TRHR PAM: 3.3; D1 potentiator: 0.7; D2 antag: 2.2; D1 antag: 2.8; D2 ag: 0.8; RXFP1 antag: 5.1
Entry for `CCN(Cc1nc(-c2ccc(OC)cc2)oc1C)S(=O)(=O)c1ccc(C)cc1` : D2 PAM: 1.9; TRHR agonist: 0.3; D1 ag: 6.5; TRHR PAM: -6.0; D1 potentiator: -0.4; D2 antag: nt; D1 antag: -2.1; D2 ag: 1.3; RXFP1 antag: -8.6

(further entries)
SMILES	D2 PAM	TRHR agonist	D1 ag	TRHR PAM	D1 potentiator	D2 antag	D1 antag	D2 ag	RXFP1 antag
O=C(CN1CCN(S(=O)(=O)c2cc(Cl)ccc2Cl)CC1)Nc1cccc(F)c1	-5.4	0.3	4.1	2.3	-3.9	nt	-5.9	-0.5	nt
CCOC(=O)c1c(NC(=O)c2cc(OCC)c(OCC)c(OCC)c2)sc2c1CCCCC2	-13.0	2.0	-0.6	0.0	0.1	nt	15.0	1.5	-6.5
COc1ccc(NC(=O)c2cccc(N3C(=O)C4CCC(C)CC4C3=O)c2)c(OC)c1 (stereo unspecified)	-9.4	-0.8	0.0	-6.1	-1.3	-19.6	-1.8	0.5	-22.1
COC(=O)c1ccc(C2C(C(C)=O)=C(O)C(=O)N2CCO)cc1 (stereo unspecified)	-2.6	0.0	5.9	-1.5	0.8	-2.8	2.9	0.4	6.8
CNc1c(NS(=O)(=O)c2ccc(F)cc2)c(=O)oc2ccccc12	-7.4	-0.1	0.8	28.4	6.5	13.2	1.2	0.2	11.3
Cn1c(SCC(=O)Nc2ccccc2Oc2ccccc2)nnc1C1CC1	1.4	-0.6	0.6	-2.9	7.8	3.8	8.2	-1.1	3.6
Cc1[nH]c2ccccc2c1CCNC(=O)CCC(=O)c1ccccc1	nt	-0.1	2.9	-1.1	-5.9	nt	7.5	nt	-0.1
CCc1noc(C)c1C(=O)N1CCN(S(=O)(=O)c2ccccc2C(F)(F)F)CC1	3.9	0.4	1.7	3.4	-2.2	2.9	6.9	1.1	7.1
COc1ccc(C(=O)C2CCCN(Cc3cccn3-c3ccc(Cl)cn3)C2)c(OC)c1 (stereo unspecified)	-5.6	1.1	33.3*	0.7	-3.0	-6.2	-6.7	0.6	?
CCOc1ccc(CCNC(=O)COC(=O)C2CCN(c3ccc(C(F)(F)F)cn3)CC2)cc1OCC	-3.3	1.2	13.8	-5.1	-3.2	1.7	-13.8	0.9	-0.1
CCN(CC)C(=O)c1ccc(-c2nnc(OC)c3ccccc23)cc1	1.8	0.4	0.5	-0.5	-6.2	-4.6	-9.6	-0.7	-13.7
COC(=O)c1cn(C(=O)c2ccc(C)cc2)c2ccccc12	8.2	-1.1	4.5	14.7	-0.9	5.0	-13.9	-1.9	-7.9
O=C(Nc1nc(-c2ccco2)c(-c2ccco2)s1)C1CC(=O)N(c2ccc3c(c2)OCCO3)C1 (stereo unspecified)	7.1	-1.7	4.4	-3.4	-3.6	nt	-2.5	nt	?

Compounds listed so far that contain four or more nitrogen atoms, in the order listed:
SMILES	D2 PAM	TRHR agonist	D1 ag	TRHR PAM	D1 potentiator	D2 antag	D1 antag	D2 ag	RXFP1 antag
COc1ccc(-c2noc(CSc3nnc(Cc4ccccc4)n3-c3ccccc3)n2)cc1OC	-1.1	-1.5	16.0	2.6	0.1	nt	0.8	-1.1	nt
Nc1nc(NCc2ccco2)nc(N2CCOCC2)c1[N+](=O)[O-]	9.4	0.3	0.8	-3.6	-3.8	-4.6	-16.2	1.5	15.9
Cc1ccc(Nc2nc(N)nc(-c3oc4ccccc4c3C)n2)cc1	7.0	0.5	5.1	-0.8	15.6	-4.9	11.5	1.0	-21.8
O=C(Nc1nnc(-c2ccccc2)o1)Nc1ccc(F)cc1F	8.6	0.9	2.8	-0.8	-2.3	-12.0	-31.3*	2.5	-23.6
CN(C)C(=O)c1c([N+](=O)[O-])ncn1C	12.6	-0.3	3.1	24.1	-5.2	3.2	-5.8	0.7	4.9
CN1CCN(C(=O)c2cnn3c2NC(c2ccccc2)CC3C(F)(F)F)CC1 (stereo unspecified)	-1.6	0.6	1.5	-10.1	2.0	-7.4	3.3	-0.2	-0.8
O=C(CCCCCNC(=O)c1ccccc1)N=Nc1c(O)[nH]c2c(Br)cc(Br)cc12	6.1	-1.1	4.3	0.7	2.4	-1.5	-12.7	0.0	nt
COc1ccccc1N1CCN(C(=O)CCn2c(=O)[nH]c3ccccc3c2=O)CC1	-2.9	0.4	2.4	8.7	1.6	5.5	6.2	0.5	-7.6
Cn1c(SCC(=O)Nc2ccccc2Oc2ccccc2)nnc1C1CC1	1.4	-0.6	0.6	-2.9	7.8	3.8	8.2	-1.1	3.6
